Source: PubChem BioAssay (National Center for Advancing Translational Sciences (NCATS))
EPAC1 antagonist – blocks human EPAC1 exchange factor. actives 0.14% (n = 360,000). EPAC1 GEF assay, Rap1b-BODIPY-GDP exchange fluorescence. O95398. Potency, µM (doses to about 115 µM), inactives show at the top dose activity change, negative = inhibition, most hits filed as inhibitors. AID 720709;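 further: potency means the concentration at half of the fitted maximal effect; plate controls were vehicle for no effect and positive control for full effect; nearly all actives have a fitted effect of over 50% in size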
Target sequence (O95398 whole entry, looked up): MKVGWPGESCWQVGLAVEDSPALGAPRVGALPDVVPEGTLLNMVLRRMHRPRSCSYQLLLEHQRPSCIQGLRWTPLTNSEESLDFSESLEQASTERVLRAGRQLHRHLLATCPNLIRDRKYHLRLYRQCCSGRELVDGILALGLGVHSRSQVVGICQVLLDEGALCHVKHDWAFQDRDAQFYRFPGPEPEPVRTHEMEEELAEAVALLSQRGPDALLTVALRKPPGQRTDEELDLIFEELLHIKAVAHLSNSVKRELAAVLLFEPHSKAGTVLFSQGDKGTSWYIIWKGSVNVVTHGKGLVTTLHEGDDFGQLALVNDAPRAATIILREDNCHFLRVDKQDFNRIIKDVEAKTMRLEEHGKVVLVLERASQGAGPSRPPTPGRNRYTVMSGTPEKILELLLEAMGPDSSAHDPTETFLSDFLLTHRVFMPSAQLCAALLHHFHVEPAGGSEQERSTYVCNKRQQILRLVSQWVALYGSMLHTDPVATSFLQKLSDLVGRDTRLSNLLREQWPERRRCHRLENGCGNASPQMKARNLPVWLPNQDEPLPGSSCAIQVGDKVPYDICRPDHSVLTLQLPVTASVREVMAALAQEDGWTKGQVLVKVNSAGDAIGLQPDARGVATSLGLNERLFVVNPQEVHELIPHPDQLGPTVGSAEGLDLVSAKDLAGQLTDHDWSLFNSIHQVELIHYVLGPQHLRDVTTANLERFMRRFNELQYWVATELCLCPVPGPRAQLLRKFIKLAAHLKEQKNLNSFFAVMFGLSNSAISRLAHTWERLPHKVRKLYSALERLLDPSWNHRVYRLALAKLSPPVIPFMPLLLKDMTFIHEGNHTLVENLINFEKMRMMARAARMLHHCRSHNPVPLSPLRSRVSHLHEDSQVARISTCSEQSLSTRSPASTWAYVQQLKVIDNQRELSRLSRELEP
PLK1 PBD inh – blocks phosphopeptide binding to human PLK1 polo-box domain; P53350; Plk1 PBD binding of FITC phosphopeptide, fluorescence polarization; AID 720504; actives 2.8% (n = 360,000); Potency, µM, for inactives: max response, negative = inhibition, most hits filed as inhibitors; further: potency means the concentration at half of the fitted maximal effect; series mostly up to about 57 µM; on the % scale 0 is the no-effect control and ±100 the full control effect; nearly all actives have a fitted effect of over 65% in size
EPAC1 ag – activates human EPAC1 exchange factor. actives 0.073% (n = 360,000). O95398. EPAC1 agonist qHTS, biochemical assay; response scale: 100% = response to 6.5 mM cAMP. Potency, µM (top dose mostly 154 µM), for the others: at the highest dose activation, usual class: activators. AID 720707; further: potency means the concentration at half of the fitted maximal effect; nearly all actives have a fitted effect of over 60% in size
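EPAC1 100 nM, Rap1B–BODIPY-GDP 250 nM, unlabeled GDP 50 uM; compound titration; 5 min RT; kinetic read ex480/em540 at 5-min intervals ×30 min; data normalized to 6.5 mM cAMP agonist control.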
Mm-Cpn inhibitor – inhibitors of Methanococcus maripaludis chaperonin (MmCpn); purified Mm-Cpn ATPase, ADP Transcreener TR-FRET; Potency, µM (series often up to 76.9 µM), for inactives: at the top dose activity, negative = inhibition, most hits filed as inhibitors; actives 0.031% (n = 330,000); AID 504842; further: potency means the concentration at half of the fitted maximal effect; on the % scale 0 is the no-effect control and ±100 the full control effect; nearly all actives have a fitted effect of over 80% in size
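ATP (10 uM final) was added to archaeal chaperonin (25 nM final) after 10 min exposure to test compound at 37°C; after 30 min further incubation, ADP was detected by competitive TR-FRET.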
EPAC2 antagonist – antagonists of human EPAC2. EPAC2 GEF exchange of Rap1B-BODIPY-GDP, fluorescence. actives 0.18% (n = 360,000). AID 720708. Potency, µM (series often up to 114 µM), for inactives: at the highest dose activity, negative = inhibition, hits mostly inhibitors. Q8WZA2; further: potency means the concentration at half of the fitted maximal effect; on the % scale 0 is the no-effect control and ±100 the full control effect; nearly all actives have a fitted effect of over 45% in size; many of its hits are not listed in these tables
WRN inhibitor – blocks human WRN helicase | Potency, µM (top dose mostly 114 µM), for the others: at the highest dose activity change, negative = inhibition, most hits filed as inhibitors | WRN helicase unwinding, fluorescent forked duplex, kinetic | Q14191 | actives 0.46% (n = 360,000); further: potency means the concentration at half of the fitted maximal effect; on the % scale 0 is the no-effect control and ±100 the full control effect; nearly all actives have a fitted effect of over 55% in size
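Kinetic fluorescence helicase assay: unwinding of a quenched forked DNA duplex (100 nM final) with 2 mM ATP final raises red fluorescence (525/598 nm). Compounds sat 15 min at room temperature with 20 nM WRN beforehand.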
PI5P4Ka inh – blocks human PI5P4K alpha kinase activity. P48426. max response, %. PI5P4Kalpha enzyme, ADP-Glo luminescence, 60 min; active compounds read low. AID 652105. actives 1.2% (n = 330,000); active means max response of -50% or lower; inconclusive means between -30% and -50%; inactive means -30% or higher; further: value at the top dose of about 77 µM; on the % scale 0 is the no-effect control and ±100 the full control effect
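ADP-Glo luminescence end-point after a 60 min room-temperature kinase reaction. PI5P4Kalpha and substrate in HEPES pH 7.4 buffer with EGTA, 0.1% CHAPS and 5% DMSO; ATP at 5 microM final.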
CCT modulator – cytosolic chaperonin activity modulation; purified chaperonin ATPase assay, HTRF ADP detection, 30 min; actives 0.3% (n = 360,000); AID 651819; activity change, % (concentration not given with the values), hits read low; in the data active means activity change below about -30%; further: on the % scale 0 is the no-effect control and ±100 the full control effect
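Nucleotide hydrolysis assay: TRiC at 20–40 nM final (set by batch activity) with 10 uM ATP, 30 min at 37 °C, in presence of 76 uM compound. Detection by competitive ADP HTRF, 30 min ambient.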
An asterisk follows results filed as active; ? = inconclusive; . = not tested or not shown; [ ] = remark or other dose. Unless noted, the call rests on the fitted dose curve; in most records, active means well fitted curve in the direction sought with a large enough effect; inconclusive means small, poorly fitted or top-dose-only effect, or another doubt; inactive means no such curve, though single readings can be large; an effect the other way counts as inactive or inconclusive. Only part of the results is shown; rates above refer to the full screens.

#1 CCOC(=O)C1CCN(Cc2cn(C)nc2-c2ccc(Oc3ccccc3)cc2)CC1
#2 O=C(NCC1CCCO1)Nc1ccc(Cl)cc1 (stereo not given)
#3 CC(C)C(c1nnnn1Cc1ccccc1)N1CCN(Cc2ccc3c(c2)OCO3)CC1 (stereo not given)
#4 O=C(COC(=O)c1c(Cl)ccc(Cl)c1Cl)NCC1CCCO1 (stereo not given)
#5 COc1cccc(NC(=O)CCc2nnc3ccc(N4CCC(C)CC4)nn23)c1
#6 COc1cc(OC)c(NC(=O)c2ccccc2F)cc1Cl
Compound	1	2	3	4	5	6
EPAC1 antagonist	13%	4%	-8%	-13%	-22%	1%
PLK1 PBD inh	-7%	-2%	-2%	-17%	27µM*	2%
EPAC1 ag	-4%	-7%	3%	-2%	-12%	1%
Mm-Cpn inhibitor	-1%	.	1%	-1%	1%	3%
EPAC2 antagonist	0%	18%	-22%	0%	-4%	-9%
WRN inhibitor	-1%	4%	-9%	-32%	7%	-3%
PI5P4Ka inh	6	-1	0	2	-20	1
CCT modulator	-1.9	-2.0	-0.7	-2.1	0.9	0.1

4 of the compounds above, with each value named:
(3) CC(C)C(c1nnnn1Cc1ccccc1)N1CCN(Cc2ccc3c(c2)OCO3)CC1 (stereo not given)
- EPAC1 antagonist = -8%
- PLK1 PBD inh = -2%
- EPAC1 ag = 3%
- Mm-Cpn inhibitor = 1%
- EPAC2 antagonist = -22%
- WRN inhibitor = -9%
- PI5P4Ka inh = 0
- CCT modulator = -0.7

(2) O=C(NCC1CCCO1)Nc1ccc(Cl)cc1 (stereo not given)
- EPAC1 antagonist = 4%
- PLK1 PBD inh = -2%
- EPAC1 ag = -7%
- Mm-Cpn inhibitor = .
- EPAC2 antagonist = 18%
- WRN inhibitor = 4%
- PI5P4Ka inh = -1
- CCT modulator = -2.0

(5) COc1cccc(NC(=O)CCc2nnc3ccc(N4CCC(C)CC4)nn23)c1
- EPAC1 antagonist = -22%
- PLK1 PBD inh = 27µM*
- EPAC1 ag = -12%
- Mm-Cpn inhibitor = 1%
- EPAC2 antagonist = -4%
- WRN inhibitor = 7%
- PI5P4Ka inh = -20
- CCT modulator = 0.9

(1) CCOC(=O)C1CCN(Cc2cn(C)nc2-c2ccc(Oc3ccccc3)cc2)CC1
- EPAC1 antagonist = 13%
- PLK1 PBD inh = -7%
- EPAC1 ag = -4%
- Mm-Cpn inhibitor = -1%
- EPAC2 antagonist = 0%
- WRN inhibitor = -1%
- PI5P4Ka inh = 6
- CCT modulator = -1.9

The listing continues.
#7 CC(NC(=O)c1cc(-c2ccc3c(c2)OCO3)nc2ccccc12)C(C)(C)C (stereo not given)
#8 COc1ccc(CNS(=O)(=O)c2ccc(-n3cnnn3)c(C)c2)cc1
#9 CC(=O)NC(CCS(C)(=O)=O)C(=O)Nc1cccc(C(C)=O)c1 (stereo not given)
#10 Cc1nn(C)c(Cl)c1CN1CCCC(C(=O)Nc2cccc(-n3cccn3)c2)C1 (stereo not given)
#11 CC(C)(O)C(=O)NN(Cc1ccccc1)c1ccccc1
#12 COc1cc(C2C(C#N)=C(N)N(Nc3ccccc3)C3=C2C(=O)CC(C)(C)C3)ccc1OCc1cccc(F)c1 (stereo not given)
Compound	7	8	9	10	11	12
EPAC1 antagonist	9%	2%	4%	-16%	-20%	2%
PLK1 PBD inh	-3%	3%	-4%	-8%	-9%	-4%
EPAC1 ag	-5%	1%	0%	1%	12%	1%
Mm-Cpn inhibitor	-3%	-3%	-1%	1%	2%	-2%
EPAC2 antagonist	24%	8%	-2%	-7%	-2%	-4%
WRN inhibitor	2%	4%	6%	-31%	-5%[57.1 µM]	-12%
PI5P4Ka inh	8	0	.	-5	6	0
CCT modulator	2.9	-0.4	-1.0	0.0	2.6	2.8

#13 c1ccc2oc(-c3nn4c(Cn5cnc6ccccc65)nnc4s3)cc2c1
#14 O=C(N/N=C/c1coc2ccccc2c1=O)c1cn(-c2ccccc2)nc1-c1ccc(F)cc1
#15 CN(CC(=O)NCCc1ccc(S(N)(=O)=O)cc1)CC(=O)Nc1ccc(Cl)c(C(F)(F)F)c1
#16 CCc1nnc(SCC(=O)Nc2ccc(N3CCOCC3)cc2)n1C
#17 Cc1ccc2c(c1)N(CC(=O)NCc1ccco1)C(=O)CO2
#18 COC(=O)c1ccccc1C(=O)N1CCCC(C(=O)c2cc(F)ccc2F)C1 (stereo not given)
Compound	13	14	15	16	17	18
EPAC1 antagonist	-3%	-5%	-1%	-11%	-5%	-11%
PLK1 PBD inh	?	-20%	-9%	-16%	-2%	3%
EPAC1 ag	2%	4%	2%	-2%	3%	1%
Mm-Cpn inhibitor	.	1%	.	2%	2%	2%
EPAC2 antagonist	-5%	-17%	-11%	2%	-4%	11%
WRN inhibitor	-5%	-12%	6%	-21%	3%	-4%
PI5P4Ka inh	-2	-17	6	4	-4	-5
CCT modulator	0.5	-4.9	-2.7	-0.3	-1.4	0.2

Part of the list above, reduced to EPAC1 antagonist and WRN inhibitor:
nr | canonical_smiles | EPAC1 antagonist | WRN inhibitor
14 | O=C(N/N=C/c1coc2ccccc2c1=O)c1cn(-c2ccccc2)nc1-c1ccc(F)cc1 | -5% | -12%
15 | CN(CC(=O)NCCc1ccc(S(N)(=O)=O)cc1)CC(=O)Nc1ccc(Cl)c(C(F)(F)F)c1 | -1% | 6%

(continued)
#19 Cc1ccc(S(=O)(=O)N/N=C2/CCCCC2C2CCCCC2)cc1[N+](=O)[O-] (stereo not given)
#20 O=C(CN1C(=O)c2ccccc2S1(=O)=O)Nc1ncc(Cl)cc1Cl
#21 Cc1cccc(NC(=O)c2oc3ccc(S(=O)(=O)N4CCOCC4)cc3c2C)c1C
#22 CC(C)[C@@H]1CC[C@@H](C)c2c(-c3ccccc3)n[nH]c21
#23 O=C(Nc1cnn(Cc2ccc(Cl)cc2)c1)c1cnccn1
#24 O=C(NCc1ccc(N2CCCC2=O)cc1)NC1CCCCC1
Compound	19	20	21	22	23	24
EPAC1 antagonist	-24%	8%	-1%	-11%	-15%	-1%
PLK1 PBD inh	24µM*	?	-18%	-4%	-10%	-1%
EPAC1 ag	9%	1%	-4%	-4%	-16%	5%
Mm-Cpn inhibitor	-4%	2%	1%	0%	0%	-2%
EPAC2 antagonist	-11%	-2%	-5%	-19%	6%	-3%
WRN inhibitor	-20%	?	-2%	-10%	-2%	-9%
PI5P4Ka inh	-11	?	.	15	.	10
CCT modulator	-1.1	-2.0	-2.1	-2.1	-0.8	0.9

#25 O=c1cc(CSc2nnnn2-c2ccccc2)nc(Nc2ccc(F)cc2)[nH]1
#26 CC(=O)c1c(C)oc2ccc(N(C(C)=O)S(=O)(=O)c3ccc(Br)cc3)cc12
#27 COc1ccc(C(=O)N2CCC(C(=O)Nc3ccccc3C)CC2)cc1OC
#28 O=C(Nc1ccc2c(c1)OCCO2)c1cccc(S(=O)(=O)N2CCCCC2)c1
#29 COc1ccc(NS(=O)(=O)c2ccc(-n3cnnn3)cc2)cc1OC
#30 O=C(NCc1ccc2c3c(cccc13)C(=O)N2)c1cccs1
Compound	25	26	27	28	29	30
EPAC1 antagonist	?	-8%	5%	-24%	-1%	-25%
PLK1 PBD inh	-14%	-9%	-7%	-3%	3%	1%
EPAC1 ag	-3%	4%	-11%	21%	-12%	0%
Mm-Cpn inhibitor	-1%	.	2%	0%	-1%	-2%
EPAC2 antagonist	6%	-5%	16%	-2%	1%	3%
WRN inhibitor	-21%	-12%	1%	-12%	3%	0%
PI5P4Ka inh	-2	?	1	.	3	-2
CCT modulator	-2.0	1.3	1.7	0.2	1.1	-3.9

#31 Cc1ccc(CN2C(=O)CC(Nc3ccc(N4CCOCC4)cc3)C2=O)cc1 (stereo not given)
#32 Nc1nc(=S)c2ncn(C3CCCC3)c2[nH]1
#33 Cc1ccc(C)c(N2CCN(C(=O)c3ccc4nc(N5CCOCC5)sc4c3)CC2)c1
#34 Cc1ccc(N(CCCCN2C(=O)c3ccccc3C2=O)C(=O)c2ccc(Cl)s2)cc1
#35 CCc1c(C)c2cc(Cl)c(O)c(CN3CCCC3)c2oc1=O
#36 Cc1noc(C)c1COc1ccccc1C(=O)N1CCN(S(=O)(=O)c2cccc(Cl)c2)CC1
Compound	31	32	33	34	35	36
EPAC1 antagonist	-3%	2%	-2%	-9%	2%	-5%
PLK1 PBD inh	4%	-11%	-9%	-1%	-6%	-9%
EPAC1 ag	-1%	8%	9%	4%	-5%	2%
Mm-Cpn inhibitor	-2%	-2%	-1%	0%	-11%	0%
EPAC2 antagonist	7%	-3%	-21%	-8%	1%	-7%
WRN inhibitor	8%	-4%	-10%	-13%	1%	-1%
PI5P4Ka inh	2	-9	4	1	-2	-2
CCT modulator	0.3	0.9	0.7	0.0	-1.8	-0.7

#37 COc1ccc(-c2nnc(SCC(=O)N(Cc3ccccc3)C(C)(C)C)o2)cc1OC
#38 CN(Cc1cn(Cc2ccc(C(F)(F)F)cc2)nn1)C1CN(Cc2cn(Cc3ccc(C(F)(F)F)cc3)nn2)S(=O)(=O)C1 (stereo not given)
#39 O=C(O)C1C2C=CC(C2)C1C(=O)N1CCOCC1 (stereo not given)
#40 COC(=O)Nc1ccc(S(=O)(=O)N2CCCCCC2)cc1
#41 O=C1NC[C@@H](CCCCN2C[C@H](Cc3ccc(O)cc3)N(CC3CCCCC3)C(=O)C2=O)N(CCC2CCCCC2)C1=O
#42 O=C(CC1C(=O)NC2CCCCC2N1C(=O)c1ccc(F)cc1)Nc1ccccc1 (stereo not given)
Compound	37	38	39	40	41	42
EPAC1 antagonist	0%	-28%	15%	-5%	-17%	12%
PLK1 PBD inh	-2%	-3%	-9%	-1%	-3%	-4%
EPAC1 ag	5%	-23%	15%	13%	-16%	-15%
Mm-Cpn inhibitor	-19%	.	-2%	-5%	.	-1%
EPAC2 antagonist	-5%	?	-1%	-5%	-13%	16%
WRN inhibitor	-1%	-10%	-3%	-3%	7%	-6%[57.1 µM]
PI5P4Ka inh	-3	12	.	.	-1	.
CCT modulator	-1.4	0.3	0.5	1.1	1.7	1.4

Single entries from the list.
Under PLK1 PBD inh, O=C1NC[C@@H](CCCCN2C[C@H](Cc3ccc(O)cc3)N(CC3CCCCC3)C(=O)C2=O)N(CCC2CCCCC2)C1=O is listed with -3%
Under Mm-Cpn inhibitor, COC(=O)Nc1ccc(S(=O)(=O)N2CCCCCC2)cc1 is listed with -5%
Under CCT modulator, CN(Cc1cn(Cc2ccc(C(F)(F)F)cc2)nn1)C1CN(Cc2cn(Cc3ccc(C(F)(F)F)cc3)nn2)S(=O)(=O)C1 (stereo not given) is listed with 0.3
